PREPL inh – inhibitors of human prolyl oligopeptidase-like enzyme PREPL. Q4J6C6. recombinant PREPL, fluorescence polarization activity-based probe. inhibition, % at 5.96 µM. hit rate 0.68% among 320,000; in the data active = inhibition above about 43%;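 note: 0% = enzyme with DMSO and 100% = wells lacking enzyme; many of its hits are not listed in these tables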
Fh CTSL1 inh – cathepsin L1 inhibition, PFM18AAP counter-screen | recombinant F. hepatica cathepsin L1, Z-Leu-Arg-MCA fluorescence | inhibition, % at 5.96 µM | hit rate 0.49% among 300,000 | AID 1906;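 active = inhibition above the mean of all tested compounds plus 3 SD, set per screening campaign, cut at about 17% in these data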;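 note: 0% = plate median of test compound wells and 100% = 1 µM Z-Phe-Ala-diazomethylketone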
TPT1 inh – inhibitors of Candida albicans tRNA 2'-phosphotransferase TPT1 | recombinant caTPT1, FP RNA substrate dephosphorylation | inhibition, % at 5 µM | hit rate 0.81% among 300,000 | AID 1962;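 active = inhibition above the mean of all tested compounds plus 3 SD, set per screening campaign, cut at about 24% in these data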;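 note: plate controls were DMSO alone for no effect and ferristatin control at 100 nM for full effect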
PP5 inh – PP5 (human) phosphatase inhibition | P53041 | purified PP5c, OMFP substrate fluorescence | inhibition, % at 6.7 µM | hit rate 0.18% among 320,000 | AID 1987;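 active = inhibition above the campaign's mean inhibition across all tested compounds plus 3 SD, cut at about 9.5% in these data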;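 note: 0% = DMSO only and 100% = 100 µM cantharidin control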
Target sequence (P53041 whole entry, looked up): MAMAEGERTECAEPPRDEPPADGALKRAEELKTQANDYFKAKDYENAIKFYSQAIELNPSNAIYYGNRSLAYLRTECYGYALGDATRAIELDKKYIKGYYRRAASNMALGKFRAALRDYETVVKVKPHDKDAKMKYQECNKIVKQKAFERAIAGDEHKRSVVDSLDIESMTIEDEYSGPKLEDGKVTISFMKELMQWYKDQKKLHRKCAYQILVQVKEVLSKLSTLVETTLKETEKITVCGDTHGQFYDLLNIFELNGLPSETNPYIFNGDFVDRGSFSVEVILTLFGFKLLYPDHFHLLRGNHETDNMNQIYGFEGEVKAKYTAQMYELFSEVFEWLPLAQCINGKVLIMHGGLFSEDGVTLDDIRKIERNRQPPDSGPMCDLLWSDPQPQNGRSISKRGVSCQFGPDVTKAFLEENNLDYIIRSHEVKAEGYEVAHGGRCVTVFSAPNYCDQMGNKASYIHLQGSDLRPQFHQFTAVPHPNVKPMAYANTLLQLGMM
ZTA DNA inh – ZTA (EBV) inhibition in EBNA-1 counter-screen. AID 2234. hit rate 0.15% among 320,000. inhibition, % at 11 µM. P03206. ZTA-DNA binding, fluorescence polarization; in the data active = inhibition above about 33%
Target sequence (P03206 whole entry, looked up): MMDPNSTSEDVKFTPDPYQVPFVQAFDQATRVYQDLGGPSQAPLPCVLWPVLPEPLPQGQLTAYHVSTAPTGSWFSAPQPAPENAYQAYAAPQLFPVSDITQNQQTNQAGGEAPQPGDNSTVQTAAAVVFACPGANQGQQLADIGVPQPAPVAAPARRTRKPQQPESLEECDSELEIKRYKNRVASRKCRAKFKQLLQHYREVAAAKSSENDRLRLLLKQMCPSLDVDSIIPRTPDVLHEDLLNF
PP1 counter – counter-screen for PP5 inhibitors: inhibitors of human PP1-alpha. P62136. purified PP1alpha, OMFP fluorescence. inhibition, % at 6.7 µM. hit rate 0.9% among 320,000;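 active = inhibition above the mean inhibition of all tested compounds plus 3 SD, computed separately for each screening campaign, cut at about 15% in these data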
Target sequence (P62136 whole entry, looked up): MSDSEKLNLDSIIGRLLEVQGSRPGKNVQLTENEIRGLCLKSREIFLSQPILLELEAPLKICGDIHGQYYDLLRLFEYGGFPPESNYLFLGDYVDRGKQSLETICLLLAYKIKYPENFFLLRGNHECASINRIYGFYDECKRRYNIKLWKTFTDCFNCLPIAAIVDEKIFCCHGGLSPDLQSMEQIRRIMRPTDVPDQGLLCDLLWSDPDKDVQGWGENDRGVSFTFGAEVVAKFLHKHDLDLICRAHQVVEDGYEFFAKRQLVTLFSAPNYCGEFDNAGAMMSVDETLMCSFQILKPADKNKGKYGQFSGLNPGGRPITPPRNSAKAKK
EBNA-1 inh – blocks EBNA-1 binding to DNA; EBNA-1 DNA binding, fluorescence polarization; inhibition, % at 14.8 µM; hit rate 0.34% among 300,000; AID 1950; in the data active = inhibition above about 28%
Efflux pump inh – antifungal efflux pump inhibition, Nile Red retention; S. cerevisiae Candida pump triplex; inhibition, % at 10 µM; hit rate 0.44% among 330,000; AID 485275;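 active = plate passing quality check with inhibition over a set limit, or well fluorescence over plate mean plus 4 SD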;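 note: Nile Red retained in pooled yeast measured as flow cytometry median fluorescence; 0% = buffer negative control and 100% = Enniatin B positive control; higher means more Nile Red kept so more efflux inhibition; some compounds called inactive have numbers as strong as hits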
HCV core dimer – HCV core protein dimerization inhibition; TR-FRET GST/Flag-core106 dimerization, 1536-well; inhibition, % at 5 µM; hit rate 0.33% among 300,000; AID 1899;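 active = inhibition above the mean of all tested compounds plus 3 SD, set per screening campaign, cut at about 45% in these data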
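Test system: GST/Flag-tagged HCV core106 proteins; Medium: KF-containing HEPES buffer, pH 7.45, DTT, CHAPS, BSA; Times: compound-protein-antibody incubation 4 h at 22.5 °C; Detection: TR-FRET 671 and 617 nm emission; Benchmarks: wells lacking GST-core106 and wells with excess unlabelled core106.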
Numbers without * were called inactive; nt = not tested or not shown. These rows are one share of the data; the hit share may differ from the screen's.

SMILES	PREPL inh	Fh CTSL1 inh	TPT1 inh	PP5 inh	ZTA DNA inh	PP1 counter	EBNA-1 inh	Efflux pump inh	HCV core dimer
CCOC(=O)C1=C(C)C(c2ccccc2)NC(=S)N1 (centres undefined)	3	2	-5	-0.4	12	0	12	0.3	1
S=c1c2c(nc3nc[nH]n13)CCC2	0	0	0	-0.1	-2	-4	-1	-0.1	-2
COc1cccc(C(=O)Nc2nc3c(c(=O)[nH]2)CCCC3)c1	-6	0	0	1.3	7	-2	4	0.0	-7
CN(Cc1ccccc1)C(=O)C1CCCN(Cc2cccc(Cl)c2)C1 (centres undefined)	-8	0	0	-0.3	-8	1	2	-0.1	-1
O=[N+]([O-])c1ccc(Cl)c(-c2ccc(/C=N/c3c(-c4ccco4)nc4ccccn34)o2)c1	14	2	-4	-1.7	2	-2	10	0.0	8
COc1cccc(NC(=O)C2CCN(c3cnccn3)CC2)c1	-1	0	0	-0.9	-3	2	2	-0.5	-1
CCOc1ccccc1N(C(=O)c1ccccc1Cl)C1=NC(C)(C)CS1	-6	0	-2	1.4	-1	-3	7	0.0	2
CCOC(=O)CN=C/C(C(=O)Nc1nccs1)=C(/C)O	-1	-2	-1	-0.8	-1	-5	7	0.0	4
Cn1nc(C(F)(F)F)c(-c2cccc(C(F)(F)F)c2)c1NC(=O)c1ccco1	-1	2	-2	1.8	7	1	-1	-0.1	-11
COc1ccc(NC(=O)C2CCN(c3cc(C)nc(-c4ccccc4)n3)CC2)cc1	2	2	-2	6.0	1	2	-9	0.0	6
C=CCOn1c(=O)c(-c2ccc(OC)c(OC)c2)[n+]([O-])c2ccccc21	20	2	-3	3.9	-10	-5	10	-0.1	-7
O=C(OCC(=O)N1CCC(Cc2ccccc2)CC1)c1ccccc1	-10	0	-1	1.3	-27	3	-12	-0.1	1
Fc1ccccc1-c1nc2nc3ccccc3nc2n1CC1CCCO1 (centres undefined)	-14	-1	3	-0.5	10	-4	2	0.1	2
Cc1cccc(C(=O)Oc2ccccc2C2C[C@]3(C)CC(=O)NC3N2C(=O)c2cccc(C)c2)c1 (some centres undefined)	-4	-3	-5	3.3	-12	1	-1	-0.1	12
CCCC(=O)Nc1nc2ccc3nc(C)sc3c2s1	6	-2	0	1.3	0	-2	-4	0.0	-2
COC(=O)CN(c1ccc(C)c(Cl)c1)S(C)(=O)=O	-10	-4	0	1.2	10	-2	4	-0.1	1
CC(=O)N1CCC(C(=O)Nc2nc(-c3ccccc3)ns2)CC1	3	0	0	-1.7	5	-2	0	0.0	-1
COc1ccc(C(=O)c2ccccc2)cc1	3	-2	0	1.8	2	-1	-2	0.1	-1
Cc1ccccc1S(=O)(=O)Nc1ncnc2ccccc12	4	2	0	1.3	1	14	1	0.3	-1
COc1ccc(NC(=O)CC2(CC(=O)O)CCCC2)cn1	11	0	-4	-2.1	13	-3	-1	0.3	-2

Some of the entries so far, comma-delimited:
SMILES,PREPL inh,Fh CTSL1 inh,TPT1 inh,PP5 inh,ZTA DNA inh,PP1 counter,EBNA-1 inh,Efflux pump inh,HCV core dimer
CCCC(=O)Nc1nc2ccc3nc(C)sc3c2s1,6,-2,0,1.3,0,-2,-4,0.0,-2
COC(=O)CN(c1ccc(C)c(Cl)c1)S(C)(=O)=O,-10,-4,0,1.2,10,-2,4,-0.1,1
CC(=O)N1CCC(C(=O)Nc2nc(-c3ccccc3)ns2)CC1,3,0,0,-1.7,5,-2,0,0.0,-1
COc1ccc(C(=O)c2ccccc2)cc1,3,-2,0,1.8,2,-1,-2,0.1,-1

The listing continues:
SMILES	PREPL inh	Fh CTSL1 inh	TPT1 inh	PP5 inh	ZTA DNA inh	PP1 counter	EBNA-1 inh	Efflux pump inh	HCV core dimer
CCCCC(=O)NC1(C(F)(F)F)NC(=O)N(C)C1=O (centres undefined)	12	-2	2	-2.2	2	-3	-4	-0.1	2
COC(=O)c1ccc(COc2ccc(/C=N/O)cc2OC)o1	6	-4	-4	0.2	18	5	-7	0.0	-1
O=C(Nc1ccccc1)C1CC(=O)N(Cc2ccccc2)C1 (centres undefined)	9	-5	-5	4.4	-14	3	16	-3.0	-3
O=C(CC1C(=O)NCCN1C(=O)c1ccc(Cl)cc1)Nc1ccc(F)cc1 (centres undefined)	-2	-4	-2	1.2	-2	-2	1	-0.1	0
CCC(C)Sc1ccc([C@H]2N[C@@](C)(C(=O)OC)[C@H]3C(=O)N(C)C(=O)[C@@H]23)cc1OC (some centres undefined)	-4	1	1	-0.4	-3	4	15	-0.1	0
O=[N+]([O-])c1cc(-n2cccc2)ccc1N1CCOCC1	14	1	-2	3.5	-23	2	-6	0.1	-1
CN(CC(=O)Nc1ccc(Cl)c(C(F)(F)F)c1)C(=O)CCNC(=O)c1ccco1	-13	-4	0	0.4	-8	-1	-12	0.0	-5
CCOC(=O)CC(=O)CSc1n[nH]c(=O)[nH]c1=O	3	-5	1	-3.0	18	-1	3	-0.2	1
CCCc1ccc2oc(C(=O)NCCN3CCCC(C(N)=O)C3)c(C)c2c1 (centres undefined)	1	5	-2	1.0	-2	1	-2	0.0	-3
Cc1ccc(NC(=O)C2Cc3ccccc3C(=O)O2)cc1 (centres undefined)	-2	5	4	-1.5	8	-4	-4	0.0	3
C=C(C)c1cccc(C(C)(C)NC(=O)N2CCN(c3ccccc3OC)CC2)c1	6	0	-4	2.6	-23	-1	-4	0.0	-12
Cc1nc(SCc2c(F)cccc2Cl)n[nH]1	15	-2	-1	3.2	-6	-1	8	-0.1	-1
COc1ccc(-c2cn3ccc4ccccc4c3n2)cc1	19	0	-1	1.1	-9	-2	-4	-0.2	1
CC1CN(Cc2c(O)ccc3c2oc(=O)c2ccccc23)CC(C)O1 (centres undefined)	10	-4	-3	0.0	-15	2	0	-0.1	18
CCOc1cc(C(=O)Nc2ccc(N3CCN(S(C)(=O)=O)CC3)cc2)cc(OCC)c1OCC	16	5	-1	-1.0	9	-3	-2	0.3	14
COc1ccc(CC(=O)Nc2cccc(Cl)c2C)cc1S(=O)(=O)N1CCOCC1	17	nt	nt	1.9	-1	-3	nt	0.1	nt
COc1ccc(CCNC(=O)CN(c2ccc(OC)cc2)S(C)(=O)=O)cc1	2	2	-1	2.9	-24	1	1	-0.2	-4
Cc1c(C(=O)OCCOC(C)C)[nH]c2c1C(=O)CC(C)(C)C2	-2	-3	-1	0.2	6	-2	-6	0.2	-4
COc1cccc(N(CC(=O)NC2CCCCC2)C(=O)c2snc(C(N)=O)c2N)c1	5	-1	-1	1.2	-11	11	8	0.5	24
CCOC(=O)N1N=C(c2ccccc2)CC1(O)C(F)(F)F (centres undefined)	-6	0	-1	2.8	2	-3	-7	0.2	-7
O=C(CCC(=O)OCC(=O)c1ccc(F)cc1)NC1CCCCC1	14	-20	-2	-1.6	3	-1	-17	-0.1	-4
CCn1c(CSc2nnc(C)n2-c2ccccc2)nc2cc(S(=O)(=O)N(C)C)ccc21	10	-1	2	3.7	-6	-1	3	-0.1	7
COc1ccc(/C=N/NC(=O)CN2CCSCC2)c(OC)c1	15	11	-3	-7.4	-3	-1	-6	0.6	-16
O=C(COc1ccc(C(=O)c2ccccc2)cc1)NCC(=O)Nc1ccccc1Br	-6	11	2	3.8	3	2	1	0.0	4
O=C(NCc1cc(C(F)(F)F)cc(C(F)(F)F)c1)C1CC(c2ccccc2[N+](=O)[O-])=NO1 (centres undefined)	7	4	-1	9.0	5	-3	-15	0.1	-10
COCC1CCN(C(=O)c2cc(COc3cccc4cnccc34)on2)CC1	5	-1	-1	1.2	-5	-2	14	0.1	6
Cn1c(-c2ccccc2)cnc1SCC(=O)NCc1ccco1	1	-4	0	-0.2	3	-6	3	0.0	2
Cc1cnc(C(=O)OCC(=O)NCc2ccccc2)cn1	4	-7	1	-0.8	9	-2	-12	0.3	1
CCN1C(=O)[C@@H]2[C@@H](c3ccc(-c4ccc(Cl)c(Cl)c4)c(OC)c3)N3CCC[C@@]3(C(=O)OC)[C@@H]2C1=O	10	3	5	2.8	8	11	5	0.2	7
O=C1N(c2ccccc2)CCN1c1ccccc1	5	-1	-4	-0.2	-4	3	-4	0.2	0
C=CCN1C(=O)C(CC(=O)NCC)SC1=Nc1ccccc1OC (centres undefined)	-17	-3	-1	3.7	7	-2	-2	-0.1	7
Cc1ccc2sc(-c3ccc(NC(=O)c4cc(-n5cnnc5)ccc4Cl)cc3)nc2c1	3	-1	0	4.6	11	8	-2	0.3	36
O=C(O)/C=C\C(=O)Nc1cccc(C(=O)Nc2cccc(O)c2)c1	-11	-1	-5	2.1	-15	-2	-14	-0.1	-2
CC(=O)NC12CC3CC(C1)CC(C(=O)N(C)CC(=O)Nc1cccc(F)c1)(C3)C2	-6	nt	nt	0.9	13	-3	nt	0.1	nt
CCOc1ccc(C(C(=O)NC2CCCCC2)N(C(=O)Cc2cccs2)c2ccc(-n3cnnn3)c(OC)c2)cc1 (centres undefined)	4	5	0	-0.2	25	-4	4	-0.2	8
Cc1ccccc1Cn1cnc2ccccc21	6	1	5	0.1	-16	2	-8	0.1	-3
COc1cc2[nH]c3ccccc3c2cc1C	0	0	-6	-0.1	-4	-5	0	0.0	-4
O=C(NCCC1=CCCCC1)C(c1ccccc1)c1ccccc1	6	3	0	3.4	-4	0	-11	0.0	8
Cc1ccc(OCCC(=O)OCC(=O)N2c3ccccc3CC2C)cc1 (centres undefined)	-5	-31	-3	0.9	6	-2	3	0.0	9
C/C(CC(=O)Nc1ccccc1-c1ccccc1)=N\NC(=O)COc1ccc(C)cc1Br	2	5	1	2.4	-9	-4	13	0.2	2
C/C(=N\NC(=O)c1ccc(C)cc1C)c1ccc(-n2ccnc2)cc1	3	-1	0	-1.1	-1	2	-2	1.9	-1
COc1ccc(C(=O)NCC(=O)OCn2nnc3ccccc3c2=O)cc1OC	-3	-29	-2	-0.4	11	6	0	0.0	-1
Cc1cc(C)c(C)c(OCCN2CC(C)OC(C)C2)c1 (centres undefined)	4	-3	-3	2.1	8	1	3	0.0	6
O=C(CSc1nc(-c2ccccc2)cc(=O)[nH]1)Nc1ccccc1	-2	4	-1	-0.3	6	0	-3	0.1	11
O=C(CN1CCCCC1)Nc1ccc(NC(=O)c2ccccc2Cl)cc1Cl	6	1	-2	4.5	-22	4	-9	0.0	-12
CC1=C(C(=O)OC2CCCC2)C(c2coc3ccccc3c2=O)C2=C(CC(C)(C)CC2=O)N1 (centres undefined)	17	-3	2	1.8	3	5	-4	0.1	4
O=C(CN1C(=O)/C(=C\c2cccs2)SC1=S)Nc1cccc(C(=O)O)c1	4	2	3	9.0	4	0	-2	0.1	-4
NS(=O)(=O)c1cc(C(=O)OCC(=O)Nc2ccc(N3CCCCC3)cc2)ccc1Cl	6	-4	1	1.6	4	-3	6	0.0	3
O=c1[nH]c2ccc(NC(=S)NCCc3ccccc3)cc2[nH]1	14	0	2	2.4	6	-2	-3	0.0	0
CCOc1ccc(NC(=O)c2ccc3[nH]c(=O)c(=O)[nH]c3c2)cc1	8	0	2	1.2	7	-4	8	0.0	-3
COc1ccc(NC(=O)c2cc(CN3C(=O)c4ccccc4C3=O)ccc2OC)cn1	-16	1	-11	2.4	-11	2	0	0.0	6
CC(C)Cn1c(N)c(C(=O)CSc2nnc(-c3ccco3)n2C)c(=O)n(C)c1=O	3	nt	nt	0.6	1	0	nt	-0.1	nt
O=C(O)CN1C(=O)/C(=C/c2ccsc2)SC1=S	2	2	0	-0.6	2	-3	5	0.0	-3
COC(=O)C1CCCN1C(=O)C12CC3CC(CC(C3)C1)C2 (centres undefined)	11	-2	-2	2.3	-15	-2	-8	0.0	-7

Screening results as filed in PubChem.
